GLP1R ag – qHTS of GLP-1 Receptor Agonists; Potency, µM (series often up to 45.6 µM), inactives show at the highest dose activation, hits mostly activators; AID 624172, 2012; HEK293 GLP-1R CRE-luciferase, luminescence, 4-6 h; cells express a hypersensitive GLP-1R form; Glucagon-like peptide 1 receptor (Homo sapiens), P43220; hit rate 0.007% among 380,000; further: potency means the concentration at half of the fitted maximal effect; % of control where 0% means no effect
Target sequence (P43220 whole entry, looked up): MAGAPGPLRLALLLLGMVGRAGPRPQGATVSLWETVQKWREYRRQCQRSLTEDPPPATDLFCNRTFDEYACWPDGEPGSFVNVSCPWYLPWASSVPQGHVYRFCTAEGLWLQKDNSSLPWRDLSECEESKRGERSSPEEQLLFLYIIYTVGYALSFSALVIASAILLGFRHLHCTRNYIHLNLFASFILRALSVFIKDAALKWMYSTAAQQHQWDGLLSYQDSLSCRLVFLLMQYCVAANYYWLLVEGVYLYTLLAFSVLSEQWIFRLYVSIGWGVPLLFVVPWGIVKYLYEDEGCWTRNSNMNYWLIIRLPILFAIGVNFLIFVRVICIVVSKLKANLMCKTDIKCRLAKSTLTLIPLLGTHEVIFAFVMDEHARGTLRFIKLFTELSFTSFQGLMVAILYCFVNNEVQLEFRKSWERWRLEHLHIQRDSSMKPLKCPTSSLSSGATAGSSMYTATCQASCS
KB-3-1 tox – qHTS assay for MDR1-selective chemotherapeutics: Primary screen using the parental adenocarcinoma cell KB-3-1. hit rate 1.4% among 400,000. Potency, µM (series often up to 46.1 µM), for inactives: at the top dose activity change, negative = cytotoxic, most hits filed as cytotoxic. KB-3-1 viability, CellTiter-Glo ATP luminescence, 72 h; further: potency means the concentration at half of the fitted maximal effect; on the % scale 0 is the no-effect control and ±100 the full control effect; nearly all actives have a fitted effect of over 60% in size
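Viability of parental KB-3-1 cells, measured by CellTiter-Glo luminescence, followed a 72 h incubation at 37 °C with pinned compounds in phenol-red-free DMEM containing 10% FBS.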
D3 ag – qHTS of D3 Dopamine Receptor Agonist: qHTS; D(3) dopamine receptor (Homo sapiens), P35462; D3R DiscoveRx beta-arrestin cells, luminescence, 90 min; max activation, %; hit rate 0.58% among 410,000; in the data active means max activation above about 30%; further: 0% is about no effect; mostly tested at two doses, the higher about 12 µM
Target sequence (P35462 whole entry, looked up): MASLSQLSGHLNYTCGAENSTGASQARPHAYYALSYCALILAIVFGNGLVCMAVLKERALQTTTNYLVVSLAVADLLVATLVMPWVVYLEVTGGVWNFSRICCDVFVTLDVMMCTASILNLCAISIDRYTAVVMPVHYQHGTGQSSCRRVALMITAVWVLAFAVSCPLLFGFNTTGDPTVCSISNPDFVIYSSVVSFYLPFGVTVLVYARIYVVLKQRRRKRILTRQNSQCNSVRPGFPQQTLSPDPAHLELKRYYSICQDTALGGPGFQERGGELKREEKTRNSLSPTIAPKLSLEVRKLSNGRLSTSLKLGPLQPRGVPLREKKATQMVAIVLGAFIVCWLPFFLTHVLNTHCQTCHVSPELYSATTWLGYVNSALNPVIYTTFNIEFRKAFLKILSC
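Agonist-mode cell screen: cells plated at 1500/well and incubated overnight at 37 °C, then exposed to library compounds for 90 min at 37 °C. Detection reagent was added for 30–60 min at room temperature, and luminescence was read.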
HT1080-NT tox – qHTS for induction of synthetic lethality in tumor cells producing 2HG: qHTS for the HT-1080-NT fibrosarcoma cell line. HT-1080-NT fibrosarcoma viability, CellTiter-Glo ATP luminescence, 48 h. AID 686970, 2013. hit rate 1.6% among 360,000. Potency, µM (series often up to 46.1 µM), without a hit: at the top dose activity, negative = less viability, usual class: cytotoxic;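 further: NT is the 2HG producing partner of a matched IDH1 knockdown line; potency means the concentration at half of the fitted maximal effect; 0% = DMSO-treated cells and -100% = media-only wells without cells; nearly all actives have a fitted effect of over 55% in size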
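Luminescent CellTiter-Glo readout after 48 hours of compound exposure at 37 degrees C defined viability of HT-1080-NT cells. Activity was normalized to DMSO wells and cell-free media wells; concentration-response curves were fitted and assigned curve classes.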
KB-V1 cytotox – qHTS assay for MDR1-selective chemotherapeutics: Primary screen using the drug-selected MDR subline cells KB-V1; KB-V1 MDR cells viability, CellTiter-Glo, 72 h; Potency, µM (top dose mostly 46.1 µM), for the others: at the highest dose activity change, negative = cytotoxicity, actives largely listed as cytotoxic; hit rate 3.4% among 400,000; further: potency means the concentration at half of the fitted maximal effect; on the % scale 0 is the no-effect control and ±100 the full control effect; nearly all actives have a fitted effect of over 60% in size
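Potencies derive from concentration-effect curves fitted to normalized luminescence (CellTiter-Glo) of KB-V1 cells treated for 72 h at 37 degrees C in phenol-red-free DMEM containing 10% FBS.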
IL-1B inflam inh – qHTS for Inhibitors of Inflammasome Signaling: IL-1-beta AlphaLISA Primary Screen. THP-1 LPS/ATP IL-1B secretion, AlphaLISA, 16 h; hits give low values. activity change, % at 57.5 µM. hit rate 4.7% among 360,000; in the data active means activity change below about -50%; inconclusive means mostly about -30% to -49%; further: on the % scale 0 is the no-effect control and ±100 the full control effect
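THP-1 cells pretreated 1 hr with compounds (up to 57.5 uM final), then stimulated with LPS (250 ng/mL final) plus ATP (1.25 mM final); secreted IL-1B measured by AlphaLISA after 16 hr, decreased signal indicating inhibition.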
SW480 rereplic – A quantitative high throughput screen for small molecules that induce DNA re-replication in SW480 colon adenocarcinoma cells; hit rate 1.8% among 340,000; SW480 DNA re-replication, Hoechst DNA content imaging, 48 h; Potency, µM (series often up to 46.1 µM), inactives show top-dose re-replication activation, usual class: activators; further: potency means the concentration at half of the fitted maximal effect; % of control where 0% means no effect; nearly all actives have a fitted effect of over 55% in size
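First, 250 cells per well were seeded. Next, compound or vehicle (23 nL) was pinned in, plates sat 48 hr at 37 C. Finally Hoechst was added for 40 min before fluorescence scanning.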
HT1080 IDH1KD tx – qHTS for induction of synthetic lethality in tumor cells producing 2HG: qHTS for the HT-1080-IDH1KD cell line | HT-1080 IDH1 knockdown viability, ATP luminescence, 48 h | hit rate 2% among 360,000 | AID 686971, 2013 | Potency, µM (doses to about 46.1 µM), without a hit: top-dose activity, negative = toxicity, most hits filed as cytotoxic;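 further: potency means the concentration at half of the fitted maximal effect; 0% = DMSO wells and -100% = cell-free medium wells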
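% activity derives from luminescence (CellTiter-Glo), normalised to DMSO and no-cell wells. HT-1080-IDH1KD cells, 750/well, had 48 h compound exposure at 37 °C.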
DRD3 antagonist – qHTS of D3 Dopamine Receptor Antagonist: qHTS | D(3) dopamine receptor (Homo sapiens), P35462 | hit rate 2.5% among 360,000 | max response, negative = inhibition, % | AID 652054, 2013 | D3R cells, DiscoveRx beta-arrestin luminescence, antagonist mode; hits give low values; in the data active means max response below about -50%; inconclusive means no clear call, values can overlap the other calls; further: on the % scale 0 is the no-effect control and ±100 the full control effect; mostly tested at two doses, the higher about 12 µM
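Cells plated overnight at 1500 cells/well, then exposed to library compounds with dopamine controls for 90 minutes at 37 degrees C. DiscoveRx reagent added for 30–60 minutes at room temperature; luminescence read, quantitative HTS format.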
Numbers without * were called inactive; u = inconclusive; x = not tested or not shown; [ ] = dose if it differs, or a comment. Unless noted, the call rests on the fitted dose curve; in most records, active means well fitted curve in the direction sought with a large enough effect; inconclusive means small, poorly fitted or top-dose-only effect, or another doubt; inactive means no such curve, though single readings can be large; an effect the other way counts as inactive or inconclusive.

nr	SMILES	GLP1R ag	KB-3-1 tox	D3 ag	HT1080-NT tox	KB-V1 cytotox
1	C/C(=N/NS(=O)(=O)c1ccc(Br)cc1)c1c[nH]c2ccccc12	-10%	-5%	-3	-2%	-2%
2	CC1CCN(C(=O)c2ccc(CSc3nc4ccncc4n3Cc3ccc(F)cc3)cc2)CC1	6%	u	-1	-5%	3%
3	C=CCCCCc1nc2ccccc2c(=O)n1N	2%	3%	6	5%	-27%
4	CCOCCCNC(=O)CNC(=S)N(Cc1ccccc1F)C1CCCCC1	-2%	-3%	3	2%	0%
5	CC(C)=CCn1c2ccc(NC(=O)Nc3cccnc3)cc2c(=O)n1C	3%	0%	0	u	6%
6	O=C(Nc1ccccc1F)c1ccc2c(c1)CCN2S(=O)(=O)c1ccccc1	-2%	-7%	-5	-2%	-4%
7	COCCCNc1ccn2nc(-c3ccccc3)cc2n1	-6%	0%	6	29%	-2%
8	COCCNC(=O)c1onc(CSc2cccc(Cl)c2)c1C(=O)O	-3%	16%	-17	u	-1%
9	CCOC(=O)c1c(-c2ccccc2)c2cc(OC)ccc2n1CCCN(C)C	11%	-8%	-21	-17%	13%
10	CN1CCC(=NOc2ccc([N+](=O)[O-])cc2)CC1	0%	-2%	-7	0%	-13%

nr	IL-1B inflam inh	SW480 rereplic	HT1080 IDH1KD tx	DRD3 antagonist
1	4	-2%	5%	-7
2	-7	0%	-13%	10
3	2	u	2%	3
4	8	4%	1%	16
5	17	x	10%	16
6	-69*	2%	-8%	-2
7	-10	x	5%	12
8	28	2%	-18%	13
9	-50*	u	-4%	-72*
10	-23	5%	-4%	9

Next structures follow:
nr	SMILES	GLP1R ag	KB-3-1 tox	D3 ag	HT1080-NT tox	KB-V1 cytotox
11	Cc1ccc(NC(=S)N2C3CCCC2CC(NC(=O)C2CC2)C3)cc1C (configuration not stated)	5%	u	3	6%	u
12	Cc1cc(C)c(C#N)c(SCS(=O)Cc2ccc(Cl)cc2)n1 (configuration not stated)	9%	11%	-25	3%	-11%
13	COc1ccc(CCNCc2csc3nc4ccccc4n23)cc1OC	5%	u	12	-6%	u
14	CN(CC(=O)Nc1cccc(F)c1)C(=O)c1cccc2ccccc12	6%	-18%	0	0%	18µM*
15	Cc1ccccc1NCC(=O)N/N=C\c1ccc2c(c1)OCO2	8%	-2%	-15	-4%	-6%
16	Cc1ccc(COCCN2CCN(S(=O)(=O)c3ccccc3)CCC2=O)cc1	1%	-2%	7	3%	-4%
17	CNC(=S)N1N=C(c2ccc(C)cc2)CC1c1ccc(OC)c(OC)c1 (configuration not stated)	7%	-6%	-6	-6%	-13%
18	COc1cc(NC(=O)Cn2c(=O)n(Cc3ccccc3Cl)c(=O)c3cc(OC)c(OC)cc32)cc(OC)c1	-4%	3%	-6	x	5%
19	c1n[nH]c(NCc2ccc3c(c2)OCO3)n1	-4%	2%	-4	9%	19%
20	O=S(=O)(NC1CCN(S(=O)(=O)c2c(F)cccc2F)C1)c1ccc2c(c1)OCCO2 (configuration not stated)	-1%	-19%	x	x	1%

nr	IL-1B inflam inh	SW480 rereplic	HT1080 IDH1KD tx	DRD3 antagonist
11	34	4%	-11%	7
12	-7	-6%	0%	-20
13	-7	u	-17%	-20
14	-29	-3%	1%	-20
15	-26	-10%	-10%	-19
16	8	-4%	7%	9
17	-16	-3%	-6%	19
18	x	x	x	x
19	8	-27%	6%	13
20	x	-10%	x	x

(listing goes on)
nr	SMILES	GLP1R ag	KB-3-1 tox	D3 ag	HT1080-NT tox	KB-V1 cytotox
21	Cc1ccc(CNC(=O)Cn2c([N+](=O)[O-])cnc2C)cc1	-4%	-5%	2	-1%	-15%
22	CC(=O)Nc1ccc(S(=O)(=O)NCCC(=O)NC(C)c2cccs2)cc1 (configuration not stated)	-1%	4%	0	1%	9%
23	COc1ccc(/C=C/C(=O)O)cc1S(=O)(=O)N1CCCC1	-4%	-3%	-1	-1%	0%
24	Cn1c(C=O)c(C#Cc2ccccc2)c2ccccc21	16%	u	39*	5%	-29%
25	Cc1ccc(Nc2nc(Cl)nc(NC3CCCCC3)n2)cc1	27%	u	-10	u	u
26	CCOc1ccc(S(=O)(=O)N2CC(=O)Nc3ccccc32)cc1C#N	11%	13%	2	6%	0%
27	Cc1cc2oc(=O)cc(COC(=O)Cn3cnnn3)c2cc1C(C)C	13%	-1%	2	10%	-19%
28	C[C@H]1CN([C@@H](C)CO)C(=O)CCCn2cc(nn2)CO[C@@H]1CN(C)C(=O)Cc1ccccc1	-2%	u	-8	10%	-11%
29	CCN1CCN(S(=O)(=O)c2ccc(C)c([N+](=O)[O-])c2)CC1	-1%	3%	-1	22%	14%
30	O=C(Oc1cccc2c(O)cccc12)c1ccccc1Cl	7%	-10%	7	-8%	20%

nr	IL-1B inflam inh	SW480 rereplic	HT1080 IDH1KD tx	DRD3 antagonist
21	-3	-1%	-1%	-16
22	13	-19%	7%	-11
23	16	-5%	-1%	-9
24	49	u	-26%	66
25	-2	u	u	-10
26	5	-4%	6%	14
27	-1	-15%	-3%	-14
28	17	x	0%	18
29	11	0%	16%	1
30	9	-36%[1.84 µM]	-22%	-15

Remaining list, next part
nr	SMILES	GLP1R ag	KB-3-1 tox	D3 ag	HT1080-NT tox	KB-V1 cytotox
31	CN(Cc1ccco1)C(=O)Cn1nc(-c2ccc(Cl)cc2)ccc1=O	2%	-3%	-11	-2%	-23%
32	Cc1cc(NC(=O)Nc2ccccc2Cl)no1	7%	8%	-3	0%	u
33	CCC(CC)NC(=O)CON=C1c2ccccc2-c2ccccc21	14%	-2%	-1	-28%	23µM*
34	CCN(Cc1ccccc1)C(=O)CSc1ccccc1C(=O)O	-3%	-18%	2	-1%	-20%
35	O=c1cc(-c2ccc(Cl)c(Cl)c2)[nH][nH]1	-22%	9%	-16	-7%	15%
36	O=C(Nc1nnc(SCc2ccccc2F)s1)c1ccco1	-4%	0%	10	1%	u
37	CCOC(=O)[C@]12CCCC=C1N(Cc1ccc(Cl)cc1Cl)C(=O)[C@H](CC(=O)NCc1cccc(C(F)(F)F)c1)C2	-3%	u	-7	33µM*	16µM*
38	Cc1ccc(-c2cc(C(=O)NCCc3ccc(S(N)(=O)=O)cc3)c3ccccc3n2)cc1	11%	-4%	3	0%	-1%
39	CCOc1ccc(NC(=S)NC(=O)/C=C/c2ccco2)cc1	1%	u	-1	-26%	u
40	Cc1c(C(=O)NCc2ccc3c(c2)OCCO3)sc(=O)n1Cc1cccc(C(F)(F)F)c1	5%	u	-8	-26%	7.3µM*

nr	IL-1B inflam inh	SW480 rereplic	HT1080 IDH1KD tx	DRD3 antagonist
31	-7	-13%	0%	1
32	3	-16%	-4%	-2
33	-16	-153%[inhibitor]	-22%	-4
34	-13	0%	-1%	-1
35	0	-3%	-1%	u
36	0	-19%	8%	17
37	-55*	x	u	-14
38	0	-16%	-10%	-1
39	-20	10%	-11%	-18
40	u	x	u	-9

Following part:
nr	SMILES	GLP1R ag	KB-3-1 tox	D3 ag	HT1080-NT tox	KB-V1 cytotox
41	CCOC(=O)N1CCN(C(=O)c2cccc(S(=O)(=O)Nc3ccccc3Cl)c2)CC1	3%	4%	3	2%	18µM*
42	CCOC(=O)c1cc(-c2ccccc2)n(CC(=O)Nc2ccc(OC)c(OC)c2)c1C	0%	-7%	-6	-2%	0%
43	CC1=CC(C)(C)Nc2ccc(OC(=O)c3ccco3)cc21	-1%	0%	-19	2.8µM*	12%
44	Cc1ccc(-n2nnnc2SCC(=O)NCCc2ccccc2)cc1C	1%	-2%	4	x	2%
45	Cc1ccccc1CN1CCN(S(C)(=O)=O)CC1	1%	-4%	-2	-7%	u
46	N#CC1=C2C=Cc3ccccc3N2CCCC1=O	21%	2%	-2	-4%	5%
47	COc1ccc(NC(=O)NNC(=O)c2ccc3ccccc3c2O)cc1OC	-7%	2%	8	4%	0%
48	Cc1c(Cl)cccc1NC(=O)CNC(=O)C1CCN(C(=O)Nc2ccccc2)CC1	-4%	24%	-2	9%[9.24 µM]	u
49	Cn1c(N)c(C(=O)COC(=O)CNC(=O)c2ccccc2)c(=O)n(C)c1=O	1%	u	-3	5%	13%

nr	IL-1B inflam inh	SW480 rereplic	HT1080 IDH1KD tx	DRD3 antagonist
41	26	-4%	8%	-1
42	27	14%	-2%	6
43	-101*	18µM*	u	-23
44	x	x	x	x
45	-5	-1%	-3%	u
46	-6	-1%	-2%	-16
47	85	-1%	-9%	16
48	1	u	6%	9
49	15	0%	11%	-25

Assay outcomes as filed in PubChem.
